Source: PubChem (IUPUI and University of Michigan)
ST2 inh: IL1RL1 inhibition | Q01638 | AlphaLISA ST2-Fc/biotin-IL-33 interaction, 1 h | inhibition, % for hits at 17 µM | 2.3% of 78,000 active | AID 1259354; in the data active = inhibition above about 30%; inconclusive = mostly about 10% to 28%
Target sequence (Q01638 whole entry, looked up): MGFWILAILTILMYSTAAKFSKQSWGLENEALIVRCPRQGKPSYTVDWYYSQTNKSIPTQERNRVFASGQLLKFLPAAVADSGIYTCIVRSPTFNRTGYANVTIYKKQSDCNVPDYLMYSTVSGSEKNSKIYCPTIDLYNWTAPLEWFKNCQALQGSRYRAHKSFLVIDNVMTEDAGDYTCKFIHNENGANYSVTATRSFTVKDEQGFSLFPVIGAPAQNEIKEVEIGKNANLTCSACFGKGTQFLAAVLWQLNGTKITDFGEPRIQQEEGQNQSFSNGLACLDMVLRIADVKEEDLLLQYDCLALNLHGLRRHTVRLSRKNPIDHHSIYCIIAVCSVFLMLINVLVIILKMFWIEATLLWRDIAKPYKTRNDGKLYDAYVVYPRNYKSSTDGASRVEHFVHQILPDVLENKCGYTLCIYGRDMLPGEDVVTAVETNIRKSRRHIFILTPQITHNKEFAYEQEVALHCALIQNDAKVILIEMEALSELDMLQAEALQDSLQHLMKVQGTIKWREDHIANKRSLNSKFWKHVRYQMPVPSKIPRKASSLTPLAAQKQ
The depositor's hits bear a star; i = inactive; ? = inconclusive; ! = not confirmed by another sample.

SMILES	ST2 inh
CCC1Oc2ccccc2N(CC(=O)NCCCN2CCC(C)CC2)C1=O (stereo not given)	i
CC(=O)NCCC1CCCCN1C(=O)Nc1ccccc1-c1ccccc1 (stereo not given)	i
Cc1nc2ccccc2c2c1C(=O)N(c1ccccc1F)C2=O	i
Cc1ccc(N(CC(=O)O)C2SC(=O)N(c3ccccc3)C2=O)cc1 (stereo not given)	i
Cc1ccc(S(=O)(=O)Cc2ccc(C(=O)NCc3ccc4c(c3)OCO4)o2)cc1	i
O=S(=O)(c1ccccc1)c1nc(-c2cccc(Cl)c2)oc1N1CCOCC1	?
COCCNC(=O)c1cc2cc3ccc(OC)cc3nc2s1	?
COc1ccc(C)cc1NC(=O)C1CCN(S(=O)(=O)c2ccc(F)cc2)CC1	i
CCc1nc2ccc(C(=O)NC(C)CC)cc2nc1CC (stereo not given)	i
CCC(CC)CC(=O)N1CC(N2CCCCC2C)C1 (stereo not given)	?
COc1ccc(CN2CCCC(CCNS(C)(=O)=O)C2)cc1C (stereo not given)	?
O=C(CSc1c2c(nc3ccc(Cl)cc13)CCCC2)NCc1ccco1	?
Cc1nc(-c2ccccc2)nc2c1CCCC2	i
COc1cc(-c2nc(N3CCCC(C)C3)c3ccccc3n2)cc(OC)c1OC (stereo not given)	i
Cc1cccc(-c2noc(CN(C)C(=O)c3cnn4cc(C)cnc34)n2)c1	i

Given as a markdown table: two of the compounds above
| mol | ST2 inh |
| --- | --- |
| Cc1nc2ccccc2c2c1C(=O)N(c1ccccc1F)C2=O | i |
| Cc1ccc(N(CC(=O)O)C2SC(=O)N(c3ccccc3)C2=O)cc1 (stereo not given) | i |

Continuation.
SMILES	ST2 inh
NC(=O)CSc1oc(-c2ccccc2)nc1S(=O)(=O)c1ccc(Cl)cc1	i
COc1ccc(S(=O)(=O)N2C[C@@H]3C[C@H](C2)c2ccc(NC(=O)c4ccc(C#N)cc4)c(=O)n2C3)cc1	?
Cn1c(=O)[nH]c(=O)c2c1nc(N1CCN(c3ccccc3)CC1)n2CCSc1ncccn1	i
C=CCn1cc(CN2CCN(CCS(C)(=O)=O)CC2)c(C)n1	i
CNC(=O)CCC(=O)N1CC[C@@H](c2ccc3ccccc3c2)[C@H](O)C1	i
COc1ccc(-c2nc(-c3cc4c(ccc5ccccc54)oc3=O)cs2)cc1	i
Cc1cc(N2CC(C)OC(C)C2)n2c(nc3ccccc32)c1C#N (stereo not given)	i
Cc1cccc(OCC(=O)Nc2cc(N3CCCS3(=O)=O)ccc2C)c1	i
Cn1cnc(S(=O)(=O)N2CC[C@@H](c3ccc4ccccc4c3)[C@H](O)C2)c1	i
O=C(CN1C(=O)c2ccccc2S1(=O)=O)N1CCN(C(c2ccccc2)c2ccccc2)CC1	i
N#Cc1ccccc1N=C1N=C(N)c2ccccc21	?
CCCSc1oc(-c2ccco2)nc1S(=O)(=O)c1ccccc1	i
CCCc1nc2nc[nH]n2c(=O)c1NC(=O)Nc1ccc(OCC)cc1	i
N=c1ncn(Cc2ccccc2)c2nc(SCc3ccccc3)[nH]c12	i
Cn1c2ccc(Br)cc2c2nnc(SCN3C(=O)c4ccccc4C3=O)nc21	i
Cn1c(=O)cc(SCC(=O)Nc2ccc(F)cc2Cl)c2ccccc21	i
Cc1ccc2c(C(=O)N3[C@@H]4CC[C@H]3CC(O)C4)cc(C)nc2c1 (stereo not given in full)	i
Cc1cc(C)c(C)c(OCC(=O)NCc2ccccn2)c1	?
O=C(COc1ccccc1Cl)Nc1ccc2oc(-c3ccncc3)nc2c1	?
CCN1CCCC1CNC(=O)CSc1cc(=O)n(C)c2cc(Cl)ccc12 (stereo not given)	i
CC(=O)Nc1cccc(C(=O)O)c1	i
COc1cccc(C(=O)Nc2cc3c(cc2C(C)=O)OCO3)c1	i
CN1CCN(C(=O)c2cc3n(n2)CCN(Cc2nccn2C)C3)CC1	i
Cc1ccnc(NC(=O)C2CCN(S(=O)(=O)c3cccc4cccnc34)CC2)c1	i
O=C(O)Cc1ccc(CN2CC3(CCNCC3)CC2C(=O)O)cc1 (stereo not given)	i
O=C(Nc1ccc2c(c1)OCCO2)c1cc2cc3ccc(Cl)cc3nc2o1	47.0%*!
Cc1ccccc1/C=C1/SC(=Nc2ccccc2)NC1=O	?
Cc1nccc(N2CCC(N3CCCC(C(=O)NCc4cccnc4)C3)CC2)n1 (stereo not given)	i
Cc1cc(N2CCN(C)CC2)nc2ccc(NC(=O)CCC(=O)NCC3CCCO3)cc12 (stereo not given)	i
O=C1OC2(CCCC2)OC(=O)C1=Cc1cc(Cl)c(O)c(Cl)c1	i
CCOC(=O)c1cnc2c(ccc3ccccc32)c1Nc1ccc2c(c1)OCCO2	i
NC(=O)c1cc(S(=O)(=O)N2CCCCC2)ccc1F	i
Cc1ccc(C(=O)N2CCC(C(=O)NCc3ccco3)CC2)cc1	i
CC1CCN(CCNS(=O)(=O)c2cc(Br)cc3c2N(C(=O)C2CC2)CC3)CC1	i
COc1ccc(CN2CCCN(C)CC2)cc1Br	i
Cc1cc(N2C(=O)[C@@H]3[C@H](C2=O)[C@H]2C=C[C@@H]3CC2)c([N+](=O)[O-])cc1C	i
COCCNC(=O)c1ccc(OC2CCN(C(C)CSC)CC2)c(Cl)c1 (stereo not given)	?
CN(Cc1ccc(-c2nc(-c3cccnc3)cc(=O)[nH]2)cc1)Cc1ccco1	?
CC(=O)c1ccc2[nH]c3ccccc3c2c1	?
OCc1ccc(-c2nccn2Cc2cc3ccccc3s2)o1	i
CCCCn1c(=N)n(CC(=O)OCC)c2ccccc21	i
Cc1c(N=C(N)N=C(N)Nc2ccc([N+](=O)[O-])cc2)c(=O)n(-c2ccccc2)n1C	?
O=C(Nc1ccc(Cl)cc1)c1cc(Br)ccc1OCC(=O)N1CCOCC1	i
CC1CCN(c2nc3c(c(=O)n(C)c(=O)n3C)n2Cc2ccccc2Cl)CC1	i
COc1ccc(C2C(C(=O)OC3CCCCC3)=C(C)Nc3ncnn32)c(OC)c1 (stereo not given)	i
COc1cc2c(cc1-c1nccn1-c1ccccc1CCO)OCCCO2	i
CCOc1ccc(N=CC=C2OC(C)(C)C(C)(C)O2)cc1	i
CCOc1ccc(-n2cc(-c3ccc(OCC)c(Cl)c3)[nH]c2=O)cc1	i
Cc1ccc(Cl)cc1N1CCN(C(=O)Cc2c(C(=O)O)[nH]c3ccc(Cl)cc23)CC1	?
Cc1cc(N2C(=O)CSC23C(=O)Nc2ccccc23)ccc1Cl (stereo not given)	?
COc1cccc(CN2CCN(c3cccc(C)c3C)CC2)c1OC	i
COc1ccc2cc3cc(C(=O)N4CCN(c5ccc(F)cc5)CC4)oc3nc2c1	i
CCOC(=O)CN1C(=O)C(CC)Oc2ccccc21 (stereo not given)	i
O=C(C[C@@H]1CCNC[C@@H]1Cc1cc(-c2ccccc2)on1)NC1CC1	?
Cc1ccc(-c2ccccc2)n1-c1ccc(F)cc1	i
CC(NC(=O)c1ccccc1N)C(=O)O (stereo not given)	i
CCc1nc(NCCN(CC)CC)c(C#N)c2c1CCCC2	i
CC(C)Cn1cc(C(=O)NCCC2=CCCCC2)c2c3ccccc3n(C)c2c1=O	?
CC(NC(=O)c1ccncc1F)c1nnc2n1CCNCC2 (stereo not given)	i
COC(=O)[C@@H](c1ccc(O)cc1)N1Cc2ncccc2C1=O	?
Next part:
SMILES	ST2 inh
CCOC(=O)C1C(=O)C=C(c2ccc(C)cc2)CC1c1cccc(F)c1 (stereo not given)	?
O=C(c1ccco1)N1CCN(CC(=O)N2CCCc3c2c(=O)oc2ccc(O)cc32)CC1	?
c1cc(CN2CCOC3(CNCCOC3)C2)n(-c2nccs2)c1 (stereo not given)	i
COc1ccccc1N1CCN(C2CCCN(Cc3cccn3-c3cccnc3)C2)CC1 (stereo not given)	i
Cc1cc(C)n2nc(C(=O)N3CCCC(O)(CO)C3)cc2n1 (stereo not given)	?
CC(Oc1ccc(Cl)cc1Cl)C(=O)NCCN1CCOCC1 (stereo not given)	i
CCOc1ccccc1NC(=O)c1ccc2c(c1)C(=O)N(CC1CCCO1)C2=O (stereo not given)	i
COC(=O)[C@@H]1CN(C(=O)Nc2ccccc2)CCN1C(C)=O	?
N#CC(=C1CCCCC1)c1nc(-c2cc3ccccc3oc2=O)cs1	?
Nc1[nH]nc2nc(N3CCCC3)nc(-c3ccccc3)c12	i
O=C(NCc1cc(-c2ccc(F)cc2)no1)C1CCCCn2nnnc21 (stereo not given)	?
COc1ccc(-c2cccc(-n3cccn3)c2)cc1C(N)=O	i
CN(Cc1cccc(C(=O)Nc2nccn2C)c1)Cc1cc(C2CC2)n[nH]1	i
CCCCNC(=O)c1cc(=O)[nH]c2ccc(S(=O)(=O)N3CCC(C)CC3)cc12	?
CCC(=O)NCCCc1nc2ccccc2n1C(C)C	i
Nc1ccnc(-c2ccc3ncccc3c2)c1	i
O=C(Nc1ccc(F)c(F)c1)C1CCCN(S(=O)(=O)c2cnc[nH]2)C1 (stereo not given)	i
COc1ccccc1Cn1c(CNS(=O)(=O)c2ccc(Cl)s2)nc2cccnc21	?
O=C(Nc1ccc2c(c1)OCO2)[C@H](CSCc1ccccc1)N1Cc2ccccc2C1=O	i
CC(=O)OC(C(=O)N(C)c1nnc(-c2ccc(C)cc2)s1)c1ccccc1 (stereo not given)	i
Cc1cccc(CSc2nc3n(n2)C(c2cccs2)C2=C(CCCC2=O)N3)c1 (stereo not given)	i
CCN(CC)CCCNC(=O)c1cc(-c2ccc(Br)cc2)on1	?
CN(CCNC(=O)CCN1CCCCCCC1)S(C)(=O)=O	?
CCC(=O)Nc1cccc(C(=O)N[C@@H](CO)Cc2ccccc2)c1	?
c1cc(OCCn2ccnc2)cc(-c2ccnc3[nH]ccc23)c1	?
CC(C)C(C(=O)Nc1ccccc1[N+](=O)[O-])N1C(=O)c2ccccc2C1=O (stereo not given)	?
CCOc1ccc(S(=O)(=O)Nc2cccc(C)c2)c2cccnc12	i
Cn1c2c(c3cc(-c4cccc5c4CCNC5)ccc31)CCCC2=O	?
CC(=O)Nc1cccc(NC(=O)c2ccccc2[N+](=O)[O-])c1	?
Cc1cc(N2CCCCC2)nc2ccc(NC(=O)CCC(=O)N3CCOCC3)cc12	?
O=c1oc2ccccc2cc1-c1csc(-c2cc3cc([N+](=O)[O-])ccc3oc2=O)n1	?
Cn1ccnc1-c1ccc(NCCc2c[nH]c3ccccc23)nn1	?
CCN(CC)c1ccc2cc(C(=O)NC(C)=O)c(=Nc3ccccc3OC)oc2c1	?
O=C(Nc1nn(Cc2ccc(Cl)cc2)cc1Br)c1ccc(F)cc1	i
CC1CN(C/C=C/c2ccccc2[N+](=O)[O-])CC(C)O1 (stereo not given)	?
CC(C)c1ccc(C2SCC(=O)N2c2ccccc2)cc1 (stereo not given)	i
CCN(C(=O)COc1ccc(Cl)cc1Cl)c1ccccc1	i
CCOc1ccc(C2CC(c3ccc(OCC)cc3)n3nc(N)nc3N2)cc1 (stereo not given)	?
COC(=O)[C@@H]1Cc2ncn(Cc3ccc(Cl)cc3)c2CN1Cc1ccc(F)cc1	i
COC1(C#CC(=O)c2ccc([N+](=O)[O-])cc2)CCCCC1	61.0%*
CC1(C)CC(=O)C2=C(C1)OC(N)=C(C#N)C2c1ccccc1Cl (stereo not given)	?
NS(=O)(=O)c1ccc(NS(=O)(=O)c2ccc(F)cc2)cc1	i
O=C1C[C@H]2CC[C@@H](CN1)N2c1ccc(C(F)(F)F)cn1	i
O=C(NCc1ccco1)[C@@H]1Cc2nc[nH]c2CN1Cc1cccs1	?
Cc1cc(Br)ccc1N1C(=O)C2C3CCC(C3)C2C1=O (stereo not given)	?
CCOc1ccccc1NC(=O)c1c(F)c(F)c(F)c(F)c1F	i
COC(=O)c1cc(OCC2CCC2)cc(C(=O)N2CC(c3cccnc3)C2)c1	?
CCOc1cc(/C=C2/C(=O)N(c3ccccc3)N=C2C)ccc1O	i
Cc1cc2ccccc2n1CCNC(=O)C1CCCC1	i
COc1c(C)cnc(CN(C)S(=O)(=O)NCc2ccccc2)c1C	?
C=CCSc1nnc2c(n1)OC(c1cn[nH]c1-c1ccccc1)Nc1ccccc1-2 (stereo not given)	i
COc1cccc(C2Nc3ccccc3C(=O)N2c2ccc(Cl)cc2)c1OC (stereo not given)	i
CN1CCC(C#CC(O)(c2ccccc2)c2ccccc2)CC1	?
Cc1ccc(-n2cccn2)c(CNC2COc3ccccc3C2)c1 (stereo not given)	i
COC(=O)c1ccc(NC(=O)CN2CCN(Cc3ccc(F)cc3Cl)S2(=O)=O)cc1	i
COC(=O)C1=C(NC(=O)c2ccccc2F)CCS1	39.0%*
CC(=O)Nc1ccc(NC(=O)c2ccnn2C)cc1	?
Cc1cccc(C(=O)N2CCCC3(C=Cc4ccccc4O3)CC2)n1 (stereo not given)	?
O=C(Nc1ccc(Br)c2cccnc12)c1ccccc1Cl	?
C=C(C)CSc1nnc2[nH]c(=O)cc(N)n12	i

Entries above that contain an aryl methoxy group:
SMILES	ST2 inh
COCCNC(=O)c1cc2cc3ccc(OC)cc3nc2s1	?
COc1ccc(C)cc1NC(=O)C1CCN(S(=O)(=O)c2ccc(F)cc2)CC1	i
COc1ccc(CN2CCCC(CCNS(C)(=O)=O)C2)cc1C (stereo not given)	?
COc1cc(-c2nc(N3CCCC(C)C3)c3ccccc3n2)cc(OC)c1OC (stereo not given)	i
COc1ccc(S(=O)(=O)N2C[C@@H]3C[C@H](C2)c2ccc(NC(=O)c4ccc(C#N)cc4)c(=O)n2C3)cc1	?
COc1ccc(-c2nc(-c3cc4c(ccc5ccccc54)oc3=O)cs2)cc1	i
COc1cccc(C(=O)Nc2cc3c(cc2C(C)=O)OCO3)c1	i
COc1ccc(CN2CCCN(C)CC2)cc1Br	i
COc1ccc(C2C(C(=O)OC3CCCCC3)=C(C)Nc3ncnn32)c(OC)c1 (stereo not given)	i
COc1cc2c(cc1-c1nccn1-c1ccccc1CCO)OCCCO2	i
COc1cccc(CN2CCN(c3cccc(C)c3C)CC2)c1OC	i
COc1ccc2cc3cc(C(=O)N4CCN(c5ccc(F)cc5)CC4)oc3nc2c1	i
COc1ccccc1N1CCN(C2CCCN(Cc3cccn3-c3cccnc3)C2)CC1 (stereo not given)	i
COc1ccc(-c2cccc(-n3cccn3)c2)cc1C(N)=O	i
COc1ccccc1Cn1c(CNS(=O)(=O)c2ccc(Cl)s2)nc2cccnc21	?
CCN(CC)c1ccc2cc(C(=O)NC(C)=O)c(=Nc3ccccc3OC)oc2c1	?
COc1c(C)cnc(CN(C)S(=O)(=O)NCc2ccccc2)c1C	?
COc1cccc(C2Nc3ccccc3C(=O)N2c2ccc(Cl)cc2)c1OC (stereo not given)	i

A portion of the library. The share of hits here may be higher or lower than overall.
